TNAP inh noacc: TNAP (human) inhibition, acceptor-free conditions; inhibition, % at 20 µM; P05186; actives 0.26% (n = 200,000); purified TNAP, CDP-star luminescence, 30 min;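 active = tissue-nonspecific alkaline phosphatase inhibition above about 50% at 20 µM in the single-dose screen, limit read from the data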;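 note: 0% = DMSO negative control and 100% = EDTA positive control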
Target sequence (P05186 whole entry, looked up): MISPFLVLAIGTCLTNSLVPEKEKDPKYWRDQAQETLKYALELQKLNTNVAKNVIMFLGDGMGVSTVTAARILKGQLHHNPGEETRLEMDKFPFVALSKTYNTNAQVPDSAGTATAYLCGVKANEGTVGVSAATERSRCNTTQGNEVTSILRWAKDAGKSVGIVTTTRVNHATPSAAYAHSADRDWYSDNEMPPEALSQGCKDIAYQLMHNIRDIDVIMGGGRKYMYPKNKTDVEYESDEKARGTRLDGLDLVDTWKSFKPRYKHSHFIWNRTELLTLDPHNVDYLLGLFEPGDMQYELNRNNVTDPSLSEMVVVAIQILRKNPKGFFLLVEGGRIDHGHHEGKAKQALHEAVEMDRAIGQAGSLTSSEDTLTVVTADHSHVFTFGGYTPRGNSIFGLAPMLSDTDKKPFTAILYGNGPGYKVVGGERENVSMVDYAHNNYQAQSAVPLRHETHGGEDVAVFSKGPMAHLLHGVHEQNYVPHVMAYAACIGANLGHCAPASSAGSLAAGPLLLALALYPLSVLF
HMGR II inh: E. faecalis class II HMG-CoA reductase inhibition. purified E. faecalis HMGR, NADPH absorbance 340 nm kinetic. actives 0.41% (n = 190,000). inhibition, % at 10 µM;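 active = inhibition above a set limit, the median over all tested compounds plus 3 SD, cut at about 9.5% in these data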;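 note: enzyme runs in reverse so mevalonate oxidation gives rising NADPH absorbance; 0% = complete reaction with DMSO and 100% = background rate lacking mevalonate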
TNAP act hi DEA: activators of human TNAP at high phosphate acceptor concentration | purified TNAP, CDP-star luminescence, 1 M DEA, 30 min; stronger effect = higher value; 0 = EDTA background, 1 = DMSO-only activity | activation factor at 20 µM | 200,000 tested, under 10 active;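 active = activation factor at least 2 at 20 µM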
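Measured by: Luminescent substrate turnover signal | Test system: Human TNAP | Input: TNAP 1/800 final | Dosing: 20 µM single point | Schedule: 30 min, room temperature | Controls: EDTA wells as negative control, DMSO wells as positive control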
Diaphorase inh: counter-screen for diaphorase-based assays: diaphorase inhibitors and chemical oxidizers; actives 0.69% (n = 190,000); diaphorase resazurin-to-resorufin fluorescence, NADH, 16 min; bacterial (C. kluyveri) enzyme, not human; inhibition, % at 20 µM; AID 1217;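 active = primary screen inhibition at 20 µM above a set limit, cut at about 50% in these data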;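 note: plate controls were DMSO with full reaction for no effect and wells lacking NADH for full effect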
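Test system: bacterial diaphorase enzyme (C. kluyveri); Quantity: 0.14 U/mL diaphorase, enzyme working solution; Times: reaction incubation of 16 min at room temperature; Measured by: fluorescence of resorufin formed from resazurin, Ex 544/Em 590 nm; Benchmarks: positive control minus NADH, DMSO neutral control.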
G6PDH CS: inhibits Leuconostoc G6PDH, flagging false hits in G6PDH-based assays. Purified L. mesenteroides G6PDH, diaphorase/resazurin coupled fluorescence, 45 min. inhibition, % at 5 µM. actives 0.12% (n = 200,000); in the data active = inhibition above about 50%
TNAP inh hi DEA: inhibitors of human TNAP at high phosphate acceptor concentration; purified TNAP, CDP-star luminescence, 1 M DEA; inhibition, % at 20 µM; actives 0.03% (n = 200,000); AID 1135;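 active = over 50% inhibition of tissue-nonspecific alkaline phosphatase at 20 µM in the single-dose screen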;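 note: plate controls were DMSO wells for no effect and EDTA-quenched wells as full inhibition for full effect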
PMI act: increases human mannose-6-phosphate isomerase activity; purified human PMI, coupled resazurin fluorescence, 20 min; stronger effect = higher value; 1 = vehicle control, 0 substrate-free wells; AID 1214; activation factor at 20 µM; actives 0.005% (n = 190,000);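 active = activation factor of 2 or more at 20 µM, relative to plate controls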
Target sequence (P34949 whole entry, looked up): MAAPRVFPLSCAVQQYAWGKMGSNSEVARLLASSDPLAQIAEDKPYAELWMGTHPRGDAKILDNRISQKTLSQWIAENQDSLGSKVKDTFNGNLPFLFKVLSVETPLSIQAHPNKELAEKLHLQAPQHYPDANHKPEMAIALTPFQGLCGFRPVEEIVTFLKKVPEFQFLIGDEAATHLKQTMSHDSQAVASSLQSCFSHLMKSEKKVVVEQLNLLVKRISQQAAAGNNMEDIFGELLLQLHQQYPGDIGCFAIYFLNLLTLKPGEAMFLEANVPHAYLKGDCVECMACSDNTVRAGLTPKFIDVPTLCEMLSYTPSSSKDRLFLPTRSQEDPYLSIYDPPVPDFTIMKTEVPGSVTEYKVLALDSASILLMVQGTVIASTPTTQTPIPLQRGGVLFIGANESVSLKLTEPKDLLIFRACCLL
Diaphorase act: counter-screen for diaphorase-based assays: diaphorase activators and chemical reducers; Diaphorase/resazurin coupled assay, resorufin fluorescence, 16 min; stronger effect = higher value; 1 = vehicle wells, 0 = NADH-free wells; activation factor at 20 µM; actives 0.005% (n = 190,000);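 active = diaphorase activity raised at least twofold by the compound at 20 µM; inactive = activation factor below 2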
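Assay system: Purified diaphorase enzyme from Clostridium kluyveri | Amount: Enzyme 0.07 U/mL final | Dosing: Compound 20 µM once, DMSO 1% | Timing: 16 min reaction at room temperature | Detection: Fluorescence, excitation 544 nm and emission 590 nm | Evaluation: Higher resorufin formation from activation or reduction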
FLuc stim CS: affects firefly luciferase, flagging false hits in luciferase stimulation screens | 200,000 tested, under 10 active | activation factor at 10 µM | P08659 | ATPlite luciferase biochemical, luminescence, 10 min; 0 = ATP-free wells, 1 = DMSO control;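 active = luciferase activation factor, scaled between plate controls, of at least 2 with compound at 10 µM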
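test system = cell-free luciferase reagent | medium = PBS as buffer for the ATP substrate | dosing = test compounds dosed from 2 mM stocks in 100% DMSO | incubation = 10 min at ambient temperature | detection = luminescence measurement of luciferase light output | benchmarks = low control with PBS replacing ATP, high control enzyme plus ATP without compound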
PMI act satM6P: increases human PMI activity with near-saturating mannose 6-phosphate. P34949. coupled PMI enzyme assay, resazurin fluorescence, 20 min; stronger effect = higher value; 1 = untreated enzyme, 0 = substrate-free blank. activation factor at 20 µM. actives 0.34% (n = 190,000). AID 1216;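 active = activation factor of 2 or more at 20 µM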
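Material: human phosphomannose isomerase with PGI, G6PDH, diaphorase coupling enzymes / Reagent: Man-6-P substrate 1.0 mM / Dosing: single compound dose of 20 µM, 1% DMSO final / Incubation: enzyme reaction with compound 20 min at room temperature / Signal: resorufin fluorescence (Ex 544/Em 590 nm) from resazurin via diaphorase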
Starred values were filed as active, the others as inactive; / = not tested or not shown.

Values run as follows: TNAP inh noacc	HMGR II inh	TNAP act hi DEA	Diaphorase inh	G6PDH CS	TNAP inh hi DEA	PMI act	Diaphorase act	FLuc stim CS	PMI act satM6P
- O=C(CN1C(=O)COc2ccccc21)NCc1ccc(C(=O)O)cc1
 : -12	5	1.1	-1	5	-9	1.1	1	1.1	1
- CC1CCCN(c2nc3c(c(=O)n(C)c(=O)n3C)n2Cc2ccccc2)C1 (configuration not stated)
 : -10	/	1	28	10	-4	1	0.7	1.1	1
- CCOC(=O)c1nc(C)n(-c2cc(Cl)ccc2Cl)n1
 : -2	-2	1	9	17	1	0.9	0.9	1	0.9
- CCC(=O)c1cc(F)c(N2CCN(S(=O)(=O)c3ccc(C)cc3)CC2)cc1C
 : -6	-1	1.1	20	7	-6	0.9	0.8	1	0.8
- CC(=O)c1cccc(NC(=O)C2CCN(S(=O)(=O)c3ccccc3)CC2)c1
 : -7	2	1	14	1	-3	0.9	0.9	1.1	1
- CC(C)(CNC(=O)c1ccc(S(=O)(=O)N2CCCC2)cc1)N1CCOCC1
 : 20	-3	1	-13	6	3	1.1	1.1	0.9	1.1
- CC(=O)Nc1ccc(OCC(=O)NCc2ccccc2)cc1
 : -11	-6	1	-13	8	0	1	1.1	1	1
- COc1ccc(C(=O)Nc2c(Cl)cc(Cl)cc2C(=O)NCCN2CCOCC2)cc1
 : -6	1	1	12	3	-1	1	0.9	1	1
- COCCCNC(=O)Nc1ccc(Br)cc1Cl
 : -4	-9	1	13	0	-3	1	0.9	1.1	1
- COc1ccc2cc(C(=O)C3CCCN(Cc4cnc(N5CCOCC5)s4)C3)ccc2c1 (configuration not stated)
 : -3	-3	1	21	10	-1	0.9	0.8	1.1	0.9
- Cc1ccccc1-c1nc(CS(=O)(=O)CC(=O)NCCCN2C(C)CCCC2C)c(C)o1 (configuration not stated)
 : -20	0	1	12	-29	-4	0.9	0.9	1.1	0.9
- Cc1cc(=O)[nH]c2ccccc12
 : -7	-7	1	10	3	-1	1	0.9	1.1	1
- COc1nc(N(C)C)nc(N2CC(=O)N(CCNS(=O)(=O)c3ccc(C)cc3)C2=N)n1
 : -3	-1	1	9	-19	4	1	0.9	1	1.1
- Cc1ccc(-n2ncc(-c3nnc(SCC(=O)NC4CCCC4)o3)c2N)cc1C
 : -14	1	1.1	22	6	-6	0.9	0.8	1	0.9
- c1ccc2c(c1)oc1c(N3CCOCC3)ncnc12
 : -16	-4	1	8	0	-4	1	0.9	1.1	1.1
- O=C(NC1CCCCC1)c1cccc(Cn2cc(Cl)cn2)c1
 : -11	-4	1	5	-1	-2	1.1	0.9	1.1	1
- Cc1ccc(C2(c3noc(CN4C[C@@H](C)O[C@@H](C)C4)n3)CCCC2)cc1
 : -8	1	1.1	30	7	-7	0.8	0.7	1	0.9
- COc1ccc(S(=O)(=O)N2CCC(C(=O)N3CCCCCC3)CC2)cc1
 : -8	-1	1.1	-5	14	-7	1	1.1	1	1
- CC(C)C(CCNC(=O)CN1C(=O)c2ccccc2C1=O)c1ccco1 (configuration not stated)
 : -1	-6	1	10	4	-4	1	0.9	1.1	1
- Cc1ccc(/C=N/NC(=O)C2(O)c3ccccc3-c3ccccc32)o1
 : -6	-4	1	2	-2	-5	1.2	1	1	1.2
- O=C(c1ccc(S(=O)(=O)N2CCCC2)cc1)N1CCCc2ccccc21
 : -8	-11	1.1	22	6	-6	1	0.8	1	0.9
- O=C(Nc1ccc(N2CCN(C(=O)c3ccco3)CC2)cc1)C(c1ccccc1)c1ccccc1
 : -39	-5	1.1	9	4	-8	0.9	0.9	1	1
- O=C(CNc1cccc2ccccc12)N/N=C/c1ccc([N+](=O)[O-])o1
 : 4	3	0.9	29	-7	6	0.7	0.7	1	0.4
- O=C(O)Cc1c[nH]c2cccc(O)c12
 : -7	-3	1	24	27	-3	0.8	0.8	1.1	0.5
- C=CCN1C(=O)/C(=C/c2ccc(OC)cc2)S/C1=N/c1nccs1
 : 14	-5	1	14	-22	2	0.9	0.9	1.1	0.9
- COC(=O)c1sc2nc[nH]c(=O)c2c1C
 : 1	-6	1	10	10	-4	1.1	0.9	1.1	1.1
- COc1ccc(NC(=O)CSc2nnc(-c3ccccc3C)n2N)cc1OC
 : 0	-2	1.1	-19	9	-7	1.1	1.2	1.1	1.1
- CC(C)=CCN1CCN(Cc2cccc3c2OCO3)CC1CCO (configuration not stated)
 : -9	6	1.1	20	14	-6	0.9	0.8	1.1	0.9
- CC(=O)c1cccc(NC(=O)CN(c2ccccc2)S(C)(=O)=O)c1
 : -12	2	1	1	2	-4	1.1	1	1.1	1
- O=c1c2sccc2nc(SCc2cc(=O)n3cc(Br)ccc3n2)n1Cc1ccccn1
 : 0	-6	1	22	-5	4	0.9	0.8	1	0.9
- COc1ccc(OC)c(-n2c(=S)[nH]c3cc(C(=O)N4CCCCC4)ccc3c2=O)c1
 : -11	-2	1.1	24	-8	-6	1	0.8	1.1	1
- Cc1cc(C)nc(-n2nc(C)cc2NC(=O)CN2CCC(C)CC2)n1
 : -10	-2	1	14	1	-5	1	0.9	1	1
- COc1ccc(Cl)c(N2CCN(CCCNC(=O)Nc3ccc(C)cc3)CC2)c1
 : -14	-2	1	13	12	-4	0.8	0.9	1	0.9
- NNS(=O)(=O)c1ccc(Cc2ncc(C(F)(F)F)cc2Cl)s1
 : -9	-4	1	10	3	-1	1.2	0.9	1	1.2
- Cc1ccc(SC(C)c2nc(-c3ccncc3)no2)cc1 (configuration not stated)
 : -13	-6	1.1	22	-10	-7	0.9	0.8	1.1	0.9
- CCN(CC)CCNS(=O)(=O)c1ccc(OC)c(Br)c1
 : -15	-2	1.1	19	0	-8	1	0.8	1	1.1
- CCCNC(=O)c1ccccc1NS(=O)(=O)c1ccc(OC)c(OC)c1
 : -1	-4	1	15	4	3	0.9	0.8	1.1	1
- O=C(Nc1ccc(C(=O)Oc2ccccc2)c(O)c1)c1ccco1
 : -3	-7	1	-2	0	-2	0.9	1	0.9	1
- COc1ccc(C(=O)N(Cc2nc(-c3ccc(C)cc3)no2)C(C)C)cc1OC
 : -16	-4	1.1	24	4	-9	1	0.8	1.1	1
- COCCn1c(SCC(=O)Nc2ccc(S(=O)(=O)N3CCOCC3)cc2)nc2ccccc21
 : 4	-2	1.1	3	3	-6	0.9	1	1.1	1
- O=C(O)CCc1ccc(-c2cccs2)n1NC(=O)c1ccc(O)cc1
 : -12	-5	1	15	-5	-2	0.9	0.8	1	0.9
- Cc1nc(=S)n(-c2ccccc2)[nH]1
 : -6	-4	1	16	-10	1	0.8	0.8	1	0.9
- O=C(CN1C(=O)CSc2ccccc21)NC1CCCC1
 : -10	-1	1	10	1	-2	0.9	0.9	1	0.9
- Cc1ccccc1Nc1nc(-c2sc(NC(=O)c3cccc(Cl)c3)nc2C)cs1
 : -3	-2	1	12	10	2	0.6	0.9	1	0.8
- CCOC(=O)C1=C(CNCc2ccc(C)cc2)NC(=O)NC1c1ccc(OC)cc1 (configuration not stated)
 : -5	-6	1.1	20	6	-5	0.8	0.8	1.1	0.9
- O=[N+]([O-])c1cc(CN2CCCC2)c2cccnc2c1O
 : 9	0	0.9	25	38	11	0.9	0.8	1.1	0.6
- Fc1ccccc1N1CCN(C(c2ccncc2)c2nnnn2C2CCCC2)CC1 (configuration not stated)
 : -18	-4	1.1	28	6	-9	0.9	0.7	1.1	1
- Cc1ccc(SCC(=O)O/N=C(\N)c2cccc([N+](=O)[O-])c2)cc1
 : -3	4	1	3	0	4	1	1	1	1
- Cc1ccc(NC2=NCC(=O)N2Cc2ccccc2)c(C)c1
 : -8	-2	1	10	-4	-3	1.2	0.9	1	1.2
- CCN(CC)C(=O)CN(C#N)c1nc(NC(C)C)nc(NC(C)C)n1
 : -17	-1	1.1	10	-1	-6	1	0.9	1.1	1.1
- Cc1cc(-c2csc(NC(=O)c3cc4ccccc4o3)n2)c(C)n1C
 : -6	-6	1	49	3	3	1.1	0.5	0.9	0.9
- Cc1ccc(-n2c(C)cc(/C=N/NC(=O)CN(c3ccc(C)cc3C)S(C)(=O)=O)c2C)cc1
 : -14	0	1.1	23	2	-6	0.8	0.8	1	0.9
- CN(CC(=O)Nc1cccc2ccccc12)C(=O)/C=C/c1cccs1
 : 0	-2	1	7	1	0	1	0.9	1	1.1
- Cn1cccc1CNC(=S)Nc1ccccc1Cl
 : -9	2	1	-8	13	-5	1.3	1.1	1	1.2
- CCC(CC)C(=O)NCCc1cc2c(OC)ccc(OC)c2[nH]c1=O
 : -6	4	1	9	-3	2	0.9	0.9	1	0.8
- CC(=O)Nc1ccc2nc(-c3ccccc3)cn2c1
 : -6	4	1	20	-6	-4	1.1	0.8	0.3	0.8
- CCN(CC)CCN(C(=O)CCOc1ccccc1)c1nc2ccc(F)cc2s1
 : -2	-5	1	8	-7	-1	1.1	0.9	1	1.1
- O=C(COc1ccc(Cl)cc1)NCc1nnc(SCC(=O)c2ccccc2)o1
 : -10	0	1	-7	1	-5	1.1	1.1	1	1
- O=C(CNS(=O)(=O)c1ccc(Cl)cc1)NNC(=O)c1cccnc1
 : 8	-5	1	-6	5	-4	1.1	1.1	1	1
- CCC(=O)Nc1cc(C(=O)OCc2ccc(C(=O)Oc3ccccc3)cc2)ccc1C
 : -16	0	1	-9	6	-2	1	1.1	1.1	1.1

Next part.
Values run as follows: TNAP inh noacc	HMGR II inh	TNAP act hi DEA	Diaphorase inh	G6PDH CS	TNAP inh hi DEA	PMI act	Diaphorase act	FLuc stim CS	PMI act satM6P
- CCN(CC)S(=O)(=O)c1cccc(C(=O)Nc2nnc(C)s2)c1
 : -2	-6	1	3	14	-1	1	1	0.9	1
- CCN1CCN(CCNC(=O)c2ccc(CS(=O)(=O)c3ccccc3C)o2)CC1
 : -11	4	1	-9	2	-5	1	1.1	1	1.1
- Cc1ccc(C(=O)N2CCC(Cc3ccccc3)CC2)cc1[N+](=O)[O-]
 : -12	-1	1	5	14	-2	1	1	1.1	1.1
- CC(=O)NC(CCS(C)(=O)=O)C(=O)Nc1nc(C)cs1 (configuration not stated)
 : -7	-1	1.1	12	-2	-6	1	0.9	1	1
- O=C(Nc1ccc(NC(=O)C23CC4CC(CC(C4)C2)C3)cn1)c1ccco1
 : -6	-3	1	10	6	0	0.9	0.9	0.8	0.9

Bioassay records as filed in PubChem BioAssay.

Random draw from the library. About 1.7% of those tested had a hit in this group.
